TbREL1 inh: TbREL1 inhibition, primary screen; 89,000 compounds, 0.49% hits; inhibition, % at 9.66 µM; TbREL1 RNA ligation, FRET fluorescence; P86926; AID 1117264;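 active = inhibition above the mean inhibition across all screened compounds plus 3 SD, cut at about 11% in these data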;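 also: 0% = plate median of test wells and 100% = NSC42067 control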
Target sequence (P86926 whole entry, looked up): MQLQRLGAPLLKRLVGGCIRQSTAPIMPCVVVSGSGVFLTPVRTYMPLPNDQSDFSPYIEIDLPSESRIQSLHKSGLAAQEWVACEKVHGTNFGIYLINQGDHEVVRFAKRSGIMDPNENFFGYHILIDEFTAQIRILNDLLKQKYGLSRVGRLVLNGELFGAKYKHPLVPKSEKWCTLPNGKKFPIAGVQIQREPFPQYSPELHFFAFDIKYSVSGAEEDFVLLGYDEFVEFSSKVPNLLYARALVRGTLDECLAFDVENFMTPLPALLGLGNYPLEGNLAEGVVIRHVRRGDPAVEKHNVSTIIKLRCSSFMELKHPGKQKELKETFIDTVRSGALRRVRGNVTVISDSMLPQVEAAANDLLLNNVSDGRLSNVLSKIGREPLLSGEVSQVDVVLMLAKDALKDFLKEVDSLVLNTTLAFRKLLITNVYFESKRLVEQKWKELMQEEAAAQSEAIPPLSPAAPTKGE
Numbers without * were called inactive. An excerpt (hit frequency here may not be typical).

SMILES | TbREL1 inh
CC1CCCCN1C(=O)C12CCC(C)(/C(=N/O)C1)C2(C)C (configuration not stated) | 1
CS(=O)(=O)N(CC(=O)Nc1ccccc1C(=O)N1CCOCC1)c1cccc([N+](=O)[O-])c1 | -1
O=C(NCc1ccc2c(c1)OCO2)c1ccc(Cl)s1 | -1
CC(C)(C)c1nnc(NC(=O)C2CC(=O)N(CCc3ccc(F)cc3)C2)s1 (configuration not stated) | 2
COc1cccc(-c2[nH]nc3c2C(c2ccoc2)C(C#N)=C(N)O3)c1 (configuration not stated) | 0
COC(=O)CSc1nnc(-c2ccc(S(=O)(=O)NCc3ccccc3Cl)cc2)o1 | 2
CCOC(=O)c1cnn(-c2nc(-c3ccccc3)nc3c2COC(C)(C)C3)c1N | -1
CCOC(=O)N1CCC(NC(=O)c2cc(C(=O)Nc3ccc(OCC)cc3)ccc2CO)CC1 | 1
COc1ccc2c(c1)c(C(=O)N/N=C/c1ccc(OC)c(OC)c1)c(C)n2C | 8
CC(C)C(OC(=O)c1nsc(Cl)c1Cl)C(=O)NCc1ccccc1 (configuration not stated) | -1
COc1ccc(-c2nc3c(Cl)cc(C(F)(F)F)cn3c2Cc2ccc(C)cc2)cc1OC | 0
OCC[C@H]1C[C@@H](O)[C@H](O)[C@@]2(CCCc3ccccc3O2)O1 | 0
CCOCCOCCC(C(=O)O)P(=O)(c1ccccc1)c1ccccc1 (configuration not stated) | 0
CC(/C=C/c1ccccc1)=N\NC(=O)Cn1nc(C)cc1C | -1
CC1(C)Cc2nc3sc4c(SCC(=O)NCc5ccccc5)ncnc4c3cc2CO1 | 4
Cc1nc([N+](=O)[O-])c(N2CCOCC2)n1Cc1ccccc1 | 3
COc1ccc(NC(=O)C2=NN(c3ccccc3)C(=O)CC2)cn1 | 4
COCCCNC(=S)N1CCN(C(=O)c2ccco2)CC1 | -4
O=[N+]([O-])c1cc(Br)c(O)c(/C=N/Nc2nnnn2-c2cccc3ccccc23)c1 | 3
Cc1ccc(C(O)Cn2nc(C)cc2C)cc1 (configuration not stated) | 0
O=C(CN1CCC(C(=O)O)CC1)Nc1ccccc1Oc1ccccc1 | 4
CCOc1ccccc1OCC(=O)OCC(=O)Nc1ncc(Cl)cc1Cl | 3
NC(=O)CC(NC(=O)c1ccccc1)c1ccc(NC2CCC2)c([N+](=O)[O-])c1 (configuration not stated) | 0
Cc1ccc(NC(=O)C2CCN(c3nnc(-n4cccc4)s3)CC2)c(C)c1 | 3
COc1ccccc1C(=O)NNC(=O)C(=O)Nc1cccc(Cl)c1C | 1
O=C1NC2(CCCCC2)C(=O)N1/N=C/c1ccccc1Br | 0
C=CCNC(=O)c1onc(CSc2ccccc2)c1C(=O)O | 4
c1ccc(Cn2c(-c3cncs3)nc3ccccc32)cc1 | 0
CC(C)C(NC(=O)c1ccc2c(c1)OCCO2)c1nc2ccccc2[nH]1 (configuration not stated) | 2
COC(=O)c1sccc1-n1cccc1C(=O)C(=O)N1CC(C)OC(C)C1 (configuration not stated) | 4
CCCOc1ccc(C(=O)CCC(=O)OCC(=O)N2CC(=O)Nc3ccccc32)cc1 | -2
O=C(NCc1ccccc1)c1onc(CSc2ccccc2)c1C(=O)NCc1ccccc1 | -1
Cc1nnc(SCC(=O)Nc2ccc(S(=O)(=O)N3CCCCC3)cc2)s1 | -2
COc1ccc(-n2nnc3c(=O)n(CC(=O)N4CCCC4)cnc32)cc1 | 2
CC(C)(C)CC(=O)Nc1nnc(SCC(=O)NC2CCCC2)s1 | 1
O=CN1CCN(C(=O)c2cc3cc(Cl)ccc3[nH]2)CC1 | 1
C/C=C/COC(=O)c1[nH]c2c(c1C)C(=O)CC(c1ccco1)C2 (configuration not stated) | 2
Cc1ccc2cc(/C=N/NC(=O)[C@H](C)NC(=O)OC(C)(C)C)c(Cl)nc2c1 | -4
CCCCn1c(N)c(N(CC(C)C)C(=O)c2ccc(C)o2)c(=O)[nH]c1=O | 2
CCOC(=O)C1(CCc2ccccc2)CCN(Cc2c(O)cccc2OC)CC1 | 5
Cn1c(=O)[nH]c(=O)c2c1nc1n2CCCN1CCc1ccccc1 | -4
C=CCC(NC(=O)c1ccc(C#N)cc1)C(=O)NCCC (configuration not stated) | -1
COc1cc(C(CC(=O)N2CCOCC2)c2c(OC)cc(OC)c3ccc(=O)oc23)cc(OC)c1OC (configuration not stated) | -1
O=S(=O)(c1ccccc1)N1CCC(O)(CSc2ccccc2)CC1 | -1
CCN(CCNC(=O)c1ccc(CSc2nc3ccncc3[nH]2)cc1)c1ccccc1 | 1
O=C(O)c1ccccc1C(=O)Nc1nc(-c2ccc3ccccc3c2)cs1 | 6
COc1ccc(-c2ccc(C(=O)NCCc3ccccc3)c3occc23)c(C)c1 | 3
Cc1ccc(NC(=S)NC2CCCCC2)cc1S(=O)(=O)N(C)C | -3
CC[C@H](C)[C@@H]1NC(=O)c2cc([N+](=O)[O-])cc(I)c2SC[C@@H](C(N)=O)NC(=O)[C@H](CCCCN)NC1=O | 2
CCC(C)N(C(=O)c1csnn1)C(C(=O)NC1CCCC1)c1ccc(F)cc1 (configuration not stated) | -2
COc1ccc(CCNC(=O)c2ccc(CNS(=O)(=O)c3cccc(Cl)c3)cc2)cc1OC | 4
OCC1(Cc2ccccc2)CCN(CCCC2CCCC2)CC1 | 0
NC(=O)Cn1nnc(-c2ccccc2NC(=O)c2cnccn2)n1 | 1
Cc1ccc(SCc2[nH]nc3c2C2(C(=O)N(C)c4ccccc42)C(C#N)=C(N)O3)cc1 (configuration not stated) | 2
Cc1ccccc1C(=O)Oc1cccc(Nc2ncnc3ccccc23)c1 | 0
COc1ccc(NC(=O)C23CC4CC(C2)CC(n2cnc(Br)n2)(C4)C3)c(OC)c1 | -3
Cc1ccc2c(c1)-c1[nH]c(=S)ncc1CS2 | -1
COC(=O)c1ccc(/C=N/OCC(=O)NC2CCCCCCC2)cc1 | 1
COc1cccc(/C=N/NC(=O)CNC(=O)COc2ccccc2)c1O | 4
O=C(N/N=C/c1cccc(O)c1)c1ccc(COc2ccccc2Br)cc1 | -1

3 entries from above in another layout:
TbREL1 inh | Structure
0 | c1ccc(Cn2c(-c3cncs3)nc3ccccc32)cc1
2 | CC(C)C(NC(=O)c1ccc2c(c1)OCCO2)c1nc2ccccc2[nH]1 (configuration not stated)
4 | COC(=O)c1sccc1-n1cccc1C(=O)C(=O)N1CC(C)OC(C)C1 (configuration not stated)

The results go on:
SMILES | TbREL1 inh
N#CCSc1nc2ccc(N3CCCCC3)cc2c(=O)n1Cc1ccccc1 | -2
O=C(Nc1cccc(C(F)(F)F)c1)c1cccnc1N1CCN(CCO)CC1 | -1
O=C(c1ccc(S(=O)(=O)N2CCOCC2)cc1)N1CCN(S(=O)(=O)c2ccc(Cl)s2)CC1 | -2
Fc1ccc(F)c(Cn2ccc3ccc(-c4ccc5ccn(Cc6cc(F)ccc6F)c5c4)cc32)c1 | 7
COc1ccc(CCNC(=O)C2CC(c3cc(C(F)(F)F)cc(C(F)(F)F)c3)=NO2)cc1 (configuration not stated) | 1
CCN(C(=O)COC(=O)c1cc(Cl)ccc1OC)c1c(N)n(Cc2ccccc2)c(=O)[nH]c1=O | 3
COc1ccc(CCNC(=O)COC(=O)/C=C/c2cc(OC)ccc2OC)cc1 | -2
CCc1ccc(N(C(=O)c2ccoc2C)C(C(=O)NC2CCCC2)c2ccc(OC)cc2)cc1 (configuration not stated) | -4
COc1ccc(S(=O)(=O)NCC2CCCN(Cc3cccnc3)C2)cc1 (configuration not stated) | 0
CC1CCc2[nH]c3ccc(C(=O)NCC4CCCO4)cc3c2C1 (configuration not stated) | -7
COc1ccc(C2(CCN=Cc3ccc(N(C)C)cc3)CCOC(C)(C)C2)cc1 (configuration not stated) | 1
O=C(Cc1cccs1)Nc1nc(-c2ccc(F)cc2F)cs1 | 1
COC(=O)c1cccc(N(C(=O)c2cnccn2)C(C(=O)NC2CCCCC2)c2cn(C)nc2C)c1 (configuration not stated) | 2
CCCN(CC(=O)Nc1ccccc1C)C(=O)C1CC(=O)N(c2ccccc2OCC)C1 (configuration not stated) | 7
CC1(C)CC(NS(=O)(=O)OCC(Cl)(Cl)Cl)c2cc(C#N)ccc2O1 (configuration not stated) | 1
O=C(CN1C(=O)C2C3c4ccccc4C(c4ccccc43)C2C1=O)N1CCOCC1 (configuration not stated) | 0
CC(=O)Nc1nc2ccc(C(=O)NC3CCCCC3)cc2s1 | 4
CN(Cc1cn(C)c2ccccc12)C(=S)Nc1cc(F)cc(F)c1 | -4
COc1cccc(NC(=O)c2nn(C34CC5CC(CC(C5)C3)C4)cc2[N+](=O)[O-])c1 | 1
CCC(=O)c1ccc(OCC(O)Cn2nc(C)cc2C)cc1 (configuration not stated) | 0
O=C1C=C(c2ccc3c(c2)OCO3)C[C@@H](c2ccc(F)cc2)C1 | 1
CCCOc1ccc(N2C(=O)CC(N(CCc3ccc(OC)cc3)C(=O)c3cccc(F)c3)C2=O)cc1 (configuration not stated) | 1
CC(=O)Nc1ccc(S[C@@H](CCN2CC[C@H](C(C)(C)C)CCC2=O)c2ccccc2)cc1 | -3
COC(=O)c1ccc(NC(=O)COc2ccc(S(=O)(=O)N3CCCCC3)cc2)cc1 | -1
CCn1c(Cc2ccccc2)nnc1SCC(=O)Nc1ccc(N2CCOCC2)c(Cl)c1 | -2
O=C(Nc1cccc(C(F)(F)F)c1)c1cnc2n(c1=O)CCS2 | -3
CCCc1nnc(NC(=O)C2CCN(C(=O)C3CC(=O)N(c4ccc(C)cc4)C3)CC2)s1 (configuration not stated) | -2
COc1ccccc1C(=O)NC1CCCCN(C(C)C)C1=O (configuration not stated) | 4
O=C(O)c1cn(-c2ccccc2)c(=O)c2ccccc12 | -2
O=C1CC(N2CCOCC2)=NC(=O)N1c1ccc(Br)cc1 | 0
O=C1C=C(c2cccc(Cl)c2O)C[C@@H](c2ccc(F)cc2)C1 | -5
CCN(C(=O)COc1ccc2ccc(=O)oc2c1)C1CCCCC1 | -1
CCc1c(C)nc(SCC(=O)NC2CCCC2)[nH]c1=O | 2
COc1ccc(C2=Nn3c(nnc3C3CCCCC3)SC2)cc1 | -1
O=c1c2ccccc2nc(-c2ccccc2)n1Cc1ccccc1 | -3
O=C(CSc1nnc(SCc2cccc3ccccc23)s1)c1ccc(F)cc1 | -1
CCn1cc(Br)c(C(=O)Nc2ccc(OC)cc2)n1 | -1
Cc1cc(OCC(=O)OCC(=O)NC2CCCC2)ccc1Cl | 1
CCCOc1ccc(-c2nc(CSCC(=O)NC3CC3)c(C)o2)cc1 | -5
O=c1cc(CO)oc(C(Nc2ccccn2)c2ccc(C(F)(F)F)cc2)c1O (configuration not stated) | 1

The final 7 records of the section above lead into the next.
SMILES | TbREL1 inh
COc1ccc(C2=Nn3c(nnc3C3CCCCC3)SC2)cc1 | -1
O=c1c2ccccc2nc(-c2ccccc2)n1Cc1ccccc1 | -3
O=C(CSc1nnc(SCc2cccc3ccccc23)s1)c1ccc(F)cc1 | -1
CCn1cc(Br)c(C(=O)Nc2ccc(OC)cc2)n1 | -1
Cc1cc(OCC(=O)OCC(=O)NC2CCCC2)ccc1Cl | 1
CCCOc1ccc(-c2nc(CSCC(=O)NC3CC3)c(C)o2)cc1 | -5
O=c1cc(CO)oc(C(Nc2ccccn2)c2ccc(C(F)(F)F)cc2)c1O (configuration not stated) | 1
CCOC(=O)C1CCN(Cc2cc(=O)n3c(-c4ccccc4)csc3n2)CC1 | -3
Cc1nnc(SCc2ccc(Cl)cc2Cl)[nH]c1=O | -1
CN(CC(=O)Nc1ccccc1Cl)C(=O)CSc1nnc(-c2ccco2)n1C | -4
O=C(N1CCCCC1)C12CC3CC(CC(C3)C1)C2 | 0
O=C(NC1CCCC1)N1CCC(c2nc3ccc(Cl)cc3[nH]2)CC1 | 0
COc1ccc(/C=C2\SC(=S)N(CCCC(=O)Nc3cc(C)on3)C2=O)cc1OC | -2
CCOc1cc(-c2noc(-c3ccncc3)n2)cc(Br)c1OC | 0
CC1(C(=O)NS(=O)(=O)c2ccccc2C(F)(F)F)CCN1C(=O)c1cccc(F)c1 (configuration not stated) | 0
COc1ccccc1NC(=S)N(Cc1ccccn1)Cc1ccccc1Cl | 4
COc1ccc(NC(C)=O)cc1NC(=O)CSc1nnc(-c2ccncc2)n1C | 2
CCC(=O)Nc1ccc(S(=O)(=O)Nc2cc(C)on2)cc1 | 0
CC1=C(C(=O)OC(C)C)C2(O)C(=O)c3ccccc3C2(O)N1 (configuration not stated) | 0
O=C(N/N=C/c1ccsc1)c1ccccn1 | 2
O=C(NCC(c1cccs1)N1CCOCC1)c1ccc(Cl)c([N+](=O)[O-])c1 (configuration not stated) | 0
CCOC(=O)CNc1c(-c2ccc(OC)cc2)nc2ccc(Cl)cn12 | -3
CCN1CCN=C1Nc1ccccc1 | 3
Cc1cc(C)cc(N=c2c([N+](=O)[O-])nn(-c3cccc(Cl)c3)n2O)c1 | 5
CC1CCc2c(sc3nc(CSc4nnnn4C)[nH]c(=O)c23)C1 (configuration not stated) | -2
CC(=O)N1N=C(c2ccccc2)CC1c1cn(Cc2ccccc2)c2ccccc12 (configuration not stated) | -2
C/C(=N\NC(=O)c1ccco1)c1ccc(-c2ccccc2)cc1 | -2
COc1ccc(C)cc1NC(=O)CCS(=O)(=O)c1ccc2c(c1)oc(=O)n2C | 1
COc1ccc(OC)c(C2CC(=O)C(C)C(c3cc(OC)ccc3OC)N2)c1 (configuration not stated) | -3
COCCn1nc2cc(C(=O)NCc3cc(C(F)(F)F)cc(C(F)(F)F)c3)ccc2c1OC | -2
